OPRM1-OPRD1 ag: agonists of OPRM1-OPRD1 heterodimerization, primary screen, cell-based, luminescence; activation, % at 9.3 µM; 340,000 tested, 0.3% active; AID 504326, 2011; cells; Mu-type opioid receptor (Homo sapiens) + Delta-type opioid receptor (Homo sapiens), …; in the data active = activation above about 18%;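 note: 0% = vehicle-treated cells and 100% = reference agonist; values of inactives mirror those of a sister screen read the other way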
PKA-R2B activ: activators of PKA-R2B holoenzyme, primary screen, biochemical, fluorescence polarization, Cy5-IP20, human | AID 504700, 2011 | PKA-R2B holoenzyme dissociation; R2B truncated from residue 108, S112A mutant; 0% DMSO only, 100% 113 µM cGMP | 340,000 tested, 0.079% active | activation, % at 11.4 µM | cAMP-dependent protein kinase catalytic subunit beta (Homo sapiens) + cAMP-dependent …;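 active = activation above a cutoff set at the mean over all compounds plus 3 SD, cut at about 18% in these data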;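 note: higher means more holoenzyme dissociation and a rise in polarization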
Target sequence (P31323 whole entry, looked up, other chains not shown, the tested form may be a part): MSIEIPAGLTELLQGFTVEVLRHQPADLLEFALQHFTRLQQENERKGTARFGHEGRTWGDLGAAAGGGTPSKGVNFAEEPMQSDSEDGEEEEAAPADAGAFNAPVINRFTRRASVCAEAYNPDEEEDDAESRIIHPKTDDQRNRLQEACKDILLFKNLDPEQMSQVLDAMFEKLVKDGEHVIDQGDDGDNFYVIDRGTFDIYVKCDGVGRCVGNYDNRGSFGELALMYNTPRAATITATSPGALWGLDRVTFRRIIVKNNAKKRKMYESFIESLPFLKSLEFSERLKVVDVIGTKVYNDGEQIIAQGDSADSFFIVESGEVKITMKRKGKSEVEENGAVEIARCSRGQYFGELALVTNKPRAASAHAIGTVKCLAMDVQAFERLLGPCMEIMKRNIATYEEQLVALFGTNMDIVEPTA
MOR-DOR inv ag: inverse agonists of MOR-DOR heterodimerization, primary screen, cell-based, luminescence. Mu-type opioid receptor (Homo sapiens) + Delta-type opioid receptor (Homo sapiens), …. cell-based MOR-DOR heterodimer luminescence, inverse agonism. inhibition, % at 9.3 µM. 340,000 tested, 0.21% active. AID 504357, 2011; in the data active = inhibition above about 22%, passing the limit was not always enough;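 note: 0% = cells with DMSO and 100% = wells without cells with DMSO; values of inactives mirror those of a sister screen read the other way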
PfHsp90 set2: growth inhibition of PfHsp90-expressing yeast, primary screen, antimalarial PfHsp90 inhibitor project, S. cerevisiae, BacTiter-Glo luminescence, single point, set 2. BacTiter-Glo ATP, 48 h; yeast lacking PDR1 and PDR3 efflux regulators. inhibition, % at 9.4 µM. 310,000 tested, 0.32% active. AID 504621, 2011;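 active = every replicate shows inhibition above about 80%, whatever the replicate mean, limit read from the data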;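 note: 0% = DMSO neutral controls and 100% = 20 µM radicicol positive controls; yeast relying on Plasmodium falciparum Hsp90 in place of its own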
HTR5A inv ag: HTR5A inverse agonists in luminescence cell assay, primary screen, counter-screen for OPRM1-OPRD1 heterodimer inverse agonist project, full-deck HTS; 5-hydroxytryptamine receptor 5A (Homo sapiens), P47898; HTR5A cell line, inverse agonism; inhibition, % at 9.3 µM; 340,000 tested, 0.083% active; in the data active = inhibition mostly above about 23%, no sharp cut-off; inactive = mostly below about 18%;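 note: 0% = cells with DMSO and 100% = no-cell wells with DMSO; some compounds called inactive have numbers as strong as hits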
Target sequence (P47898 whole entry, looked up): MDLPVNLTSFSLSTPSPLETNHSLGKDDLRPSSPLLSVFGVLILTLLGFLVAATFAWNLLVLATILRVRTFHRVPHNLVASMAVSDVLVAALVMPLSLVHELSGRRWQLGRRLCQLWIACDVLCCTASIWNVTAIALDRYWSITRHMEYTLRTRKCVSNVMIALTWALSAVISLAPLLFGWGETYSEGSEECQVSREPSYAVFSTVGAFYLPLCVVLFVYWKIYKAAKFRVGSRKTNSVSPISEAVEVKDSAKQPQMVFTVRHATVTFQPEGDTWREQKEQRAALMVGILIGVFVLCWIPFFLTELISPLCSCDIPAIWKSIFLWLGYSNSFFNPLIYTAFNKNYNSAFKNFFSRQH
E coli growth: E. coli V3065 growth inhibition, primary screen, counter-screen for AddAB inhibitor project, absorbance, OD600. inhibition, % at 11.9 µM. AID 449728, 2010. 18 h. 330,000 tested, 0.27% active;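 active = inhibition above the campaign's mean inhibition across all tested compounds plus 3 SD, cut at about 9.9% in these data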;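 note: uninfected addAB+ strain grown without phage in ampicillin broth; 0% = DMSO wells and 100% = ciprofloxacin 0.95 µg/ml wells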
Tat transport: E. coli Tat export inhibitors, primary screen, MC4100, TorA-mCherry reporter, fluorescence, single point | inhibition, % at 10 µM | AID 488895, 2010 | 340,000 tested, 0.036% active;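 active = mean replicate inhibition at least 50% and at least half of replicates individually reaching 50%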;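 note: exported cargo escapes ClpAP degradation while cytoplasmic cargo is degraded and loses fluorescence; 0% = median of neutral control wells and 100% = median of NaSCN control wells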
phage Ecoli inh: growth loss of phage-infected E. coli, primary screen, RecBCD inhibitor project, absorbance, with phage, HTS; inhibition, % at 11.9 µM; AID 651602, 2012; 360,000 tested, 0.26% active; in the data active = inhibition above about 11%
AddAB inh: growth inhibition of E. coli expressing H. pylori AddAB, primary screen, AddAB inhibitor project, absorbance | 330,000 tested, 0.29% active | AID 435030, 2010 | inhibition, % at 11.9 µM; in the data active = inhibition above about 12%;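 note: 0% = vehicle wells of infected cells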
Mot1-301 SUMO: yeast Mot1-301 growth rescue at high temperature, primary screen, SUMOylation pathway inhibitor project, S. cerevisiae, ATP luminescence, 38.5C; 320,000 tested, 1% active; S. cerevisiae Mot1-301 growth rescue; percent above DMSO median, 100 means doubled; growth rescue, % at 18.8 µM;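 active = every valid replicate shows activation above 250% relative to neutral control wells; inactive = the rest, any valid replicate at or below 250%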;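 note: OY570 slx delta 5 strain wells were the positive control but not used for scaling; some compounds called inactive have numbers as strong as hits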
PKA-R1A activ: activators of PKA-R1A holoenzyme, primary screen, biochemical, fluorescence polarization, Cy5-IP20, bovine R1A, mouse PKAc; activation, % at 11.4 µM; AID 504707, 2011; PKA-R1A dissociation; scaled: DMSO 0%, 113 µM cGMP 100%; cAMP-dependent protein kinase type I-alpha regulatory subunit (Bos taurus) + …; 340,000 tested, 0.083% active;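 active = percent activation above the mean of all tested compounds plus 3 SD, cut at about 19% in these data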;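 note: higher means more PKAc released from R1A so a rise in polarization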
An asterisk follows results filed as active; x = not tested or not shown. An unsorted share of the library; about 2.2% have a hit in one of these screens.

SMILES	OPRM1-OPRD1 ag	PKA-R2B activ	MOR-DOR inv ag	PfHsp90 set2	HTR5A inv ag	E coli growth	Tat transport	phage Ecoli inh	AddAB inh	Mot1-301 SUMO	PKA-R1A activ
Cc1c(C(=O)N(CC(C)C)c2c(N)n(Cc3ccccc3)c(=O)[nH]c2=O)sc2nc3n(c(=O)c12)CCC3	-3.6	0	19	4	0	-0.2	-4	2.6	-0.5	9	-15
CCOC(=O)c1ccc(NC(=O)CCNS(=O)(=O)c2cc(Br)cnc2N)cc1	-2.1	6	10	21	4	-1.5	-5	-0.9	5.1	5	3
COc1ccc(N(CC(=O)Nc2cc(Cl)ccc2OC)S(=O)(=O)c2c(C)noc2C)cc1	-1.1	-8	5	x	16	0.1	8	2.3	4.2	-5	-2
CCCCCC(=O)Nc1nnc(CCc2ccccc2)s1	1.9	-1	-9	-14	-8	1.8	6	0.8	-0.2	14	-6
Cc1ccccc1CNC(=O)CCC(=O)N1CCOc2ccc(Cl)cc21	-1.0	8	6	17	5	0.5	5	3.6	-3.2	32	-3
CCOc1ccccc1C(=O)N/N=C/c1ccoc1	-2.2	8	15	-8	3	x	-3	2.0	x	-4	7
O=C1COc2ccc(C(=O)COC(=O)c3c(F)cccc3Cl)cc2N1	-1.0	-7	4	4	18	-1.7	-4	0.6	1.8	-5	-3
CCOC(=O)N1CCN(C(=O)c2cccc(OC)c2O)CC1	-2.3	3	10	42	8	0.5	-7	2.5	2.7	-7	4
CC(=C\C(=O)O)/C(=C\c1cccc2ccccc12)C(=O)O	0.1	0	0	8	-23	2.0	10	3.7	-1.4	5	6
COc1ccc(Nc2ccccc2C(=O)O)cc1	x	x	x	2	x	-1.8	0	3.7	-1.4	3	x
Cc1ccc(C)c(S(=O)(=O)NCCN2CCOCC2)c1	-1.9	-7	8	-31	-11	-1.4	0	-0.4	-0.2	-18	-4
Cc1ccc(N(C(=O)c2cccs2)C2C=CS(=O)(=O)C2)cc1 (stereo not drawn)	-1.5	0	8	3	-4	1.6	3	-1.1	3.0	1	5
CC(C)COP(=O)(CNC(=O)CN1C(=O)c2ccccc2S1(=O)=O)OCC(C)C	-1.6	-6	8	19	-17	1.7	-6	1.1	2.6	-3	-6
CCOc1ccc(C(=O)NCC(=O)Nc2ccncc2)cc1OCC	-2.8	7	11	2	-13	-0.5	2	2.9	1.6	-6	2
CCCOC1CCCN(Cc2cn(C)nc2-c2ccccc2F)C1 (stereo not drawn)	-1.2	-3	6	-4	-5	0.3	-2	5.2	1.9	78	-7
CCOC(=O)c1ccc(-n2c(CCC(=O)O)ccc2-c2ccccc2)cc1	-4.4	-1	20	45	11	1.1	4	3.4	-0.4	-5	-7
COCCNc1nc(-c2cc(C)c(C)cc2C)cs1	-0.2	12	1	-8	13	-0.5	-2	4.2	3.1	-9	-2
CCN(CC)C(=O)Cn1c(=O)c2ccccc2n2c(=S)sc(-c3cccc(C)c3)c12	-0.6	2	3	-2	-20	0.0	-4	-0.2	4.0	0	-6
O=C(COC(=O)c1ccc(CN2CCCC2=O)cc1)Nc1ccc(F)cc1	0.2	-3	-1	0	-41	-1.1	2	1.7	-1.8	-13	-13
COc1ccc(C(=O)N/N=C(/C)c2cccc(NC(=O)C(F)(F)F)c2)cc1	-1.2	11	6	-9	-18	0.6	-7	2.8	-0.7	16	-4
COc1ccc(C(C)=O)cc1CSCC(=O)O	-0.4	2	2	0	8	0.2	6	0.5	-0.6	2	-9
CCOc1ccc2nc(SCc3ccccc3C#N)sc2c1	2.3	-4	-13	-30	20	-0.2	7	2.7	-0.1	12	-4
CCN1C(=O)c2cccc3c(NS(=O)(=O)c4ccc(NC(C)=O)cc4)ccc1c23	-3.5	-1	17	3	6	-2.5	-3	0.4	-0.5	2	-2
COc1cc(/C=C/C(=O)Nc2ccc3nc4n(c(=O)c3c2)CCCC4)cc(OC)c1OC	-0.5	-5	2	0	7	2.2	5	3.4	9.2	7	-6
COc1cc(NC(=O)/C=C/c2ccccc2[N+](=O)[O-])cc(OC)c1	0.2	-4	-1	48	13	-0.3	8	2.4	2.5	-1	-4
CCN(CC)Cc1cc2[nH]c3c4ccc(Cl)cc4ncc3c2cc1OC	-1.6	2	7	-25	-13	x	-7	2.1	x	x	2
CCOc1ccc(C(=O)Nc2sc3c(c2C(=O)OC)CC(C)(C)NC3(C)C)cc1	-1.2	-7	7	20	-10	2.0	-7	3.3	0.2	64	2
Cc1ccc(C)c(NC(=S)N2CCN(S(=O)(=O)c3ccccc3)CC2)c1	-1.1	0	4	-6	14	x	-2	4.8	x	3	3
CC1CCN(c2nc(-c3ccc(F)cc3)cc(C(F)(F)F)n2)CC1	-1.4	-5	9	3	-14	-0.2	11	4.9	1.1	236	-2
COc1ccc(/C=C(\NC(=O)c2ccccc2)C(=O)N/N=C/c2cccnc2)cc1	-2.7	-9	14	16	-27	-0.5	-1	2.0	0.0	-2	-7
CCN(c1ccccc1)S(=O)(=O)c1ccc(N2CCN(c3ccc(O)cc3)CC2)nc1	8.6	-4	-42	-7	6	-1.1	-3	3.1	0.5	156	-4
CC(NC(=O)c1cc(-c2ccccc2)on1)c1ccccc1 (stereo not drawn)	6.7	-2	-36	-34	-61	-0.5	-3	0.2	1.5	2	0
CCN(CC)CCCNC(=O)CCn1nc(-c2ccccc2)ccc1=O	-2.9	-1	13	36	-3	0.3	4	0.4	0.0	-5	-3
CCc1ccccc1NC(=S)N1CCC(C(=O)c2ccc(F)cc2)CC1	0.4	-8	-2	-41	-16	-1.6	9	2.3	1.8	4	-2
COc1cccc(NC(=O)CN(C)C(=O)C2CC3C=CC2C3)c1 (stereo not drawn)	-3.4	-7	18	-8	0	0.2	-4	5.7	-1.8	13	-9
O=C(NC1CCN(C(=S)NCc2ccco2)CC1)NC12CC3CC(CC(C3)C1)C2	-1.7	-8	10	-3	7	0.1	-11	2.0	2.1	1	-14
NC(=O)c1c(NC(=O)c2ccccc2)sc2c1CCc1ccccc1-2	2.7	-2	-15	26	2	-1.0	-6	1.3	1.8	6	2
O=C(NCc1ccccc1C(F)(F)F)C1CC(c2ccccc2C(F)(F)F)=NO1 (stereo not drawn)	0.0	-2	0	17	-12	3.4	8	1.3	0.4	-3	-5
CN(C)CCCN(C(=O)c1ccc2c(c1)CCCC2)c1nc2cc3c(cc2s1)OCO3	-0.4	-7	2	18	11	-0.2	-2	1.7	3.0	-20	3
CCC1COCCS(=O)(=O)N1Cc1ccccc1 (stereo not drawn)	1.7	-2	-10	9	-6	-0.5	-7	0.5	4.7	406	6

Among those listed so far, these have a Cl atom.
SMILES	OPRM1-OPRD1 ag	PKA-R2B activ	MOR-DOR inv ag	PfHsp90 set2	HTR5A inv ag	E coli growth	Tat transport	phage Ecoli inh	AddAB inh	Mot1-301 SUMO	PKA-R1A activ
COc1ccc(N(CC(=O)Nc2cc(Cl)ccc2OC)S(=O)(=O)c2c(C)noc2C)cc1	-1.1	-8	5	x	16	0.1	8	2.3	4.2	-5	-2
Cc1ccccc1CNC(=O)CCC(=O)N1CCOc2ccc(Cl)cc21	-1.0	8	6	17	5	0.5	5	3.6	-3.2	32	-3
O=C1COc2ccc(C(=O)COC(=O)c3c(F)cccc3Cl)cc2N1	-1.0	-7	4	4	18	-1.7	-4	0.6	1.8	-5	-3
CCN(CC)Cc1cc2[nH]c3c4ccc(Cl)cc4ncc3c2cc1OC	-1.6	2	7	-25	-13	x	-7	2.1	x	x	2

Whole records, quoted from the list. Order of screens: OPRM1-OPRD1 ag, PKA-R2B activ, MOR-DOR inv ag, PfHsp90 set2, HTR5A inv ag, E coli growth, Tat transport, phage Ecoli inh, AddAB inh, Mot1-301 SUMO, PKA-R1A activ
Listed for COc1ccc(N(CC(=O)Nc2cc(Cl)ccc2OC)S(=O)(=O)c2c(C)noc2C)cc1 : -1.1, -8, 5, x, 16, 0.1, 8, 2.3, 4.2, -5, -2
Listed for CCN(CC)C(=O)Cn1c(=O)c2ccccc2n2c(=S)sc(-c3cccc(C)c3)c12 : -0.6, 2, 3, -2, -20, 0.0, -4, -0.2, 4.0, 0, -6
Listed for CCOc1ccc2nc(SCc3ccccc3C#N)sc2c1 : 2.3, -4, -13, -30, 20, -0.2, 7, 2.7, -0.1, 12, -4
Listed for COc1cccc(NC(=O)CN(C)C(=O)C2CC3C=CC2C3)c1 (stereo not drawn) : -3.4, -7, 18, -8, 0, 0.2, -4, 5.7, -1.8, 13, -9

Next section:
SMILES	OPRM1-OPRD1 ag	PKA-R2B activ	MOR-DOR inv ag	PfHsp90 set2	HTR5A inv ag	E coli growth	Tat transport	phage Ecoli inh	AddAB inh	Mot1-301 SUMO	PKA-R1A activ
Cc1cccc(S(=O)(=O)Nc2ccc(-c3ccc4nncn4n3)cc2)c1	-2.8	3	19	-14	-2	-0.5	4	1.8	1.5	-5	-14
Cc1ncc([N+](=O)[O-])n1CC(=O)Nc1ccc(Cl)cc1	-4.1	3	19	5	-15	5.5	5	3.8	2.4	15	0
CCOC(=O)COc1cccc2c(=O)n(CC(=O)N3CCc4ccccc43)ccc12	-1.4	5	9	-4	-5	-0.7	-6	0.6	-2.4	253	-6
Cc1ccc(NC(=Nc2ccc(Br)cc2)N2CCOCC2)cc1C	2.7	0	-14	-7	3	0.6	-1	2.1	1.1	-22	6
COc1ccc(C2/C=C\CN(C(=O)C3CCCCC3)CC(=O)N2Cc2ccc(F)cc2)cc1 (stereo not drawn)	-1.1	-6	6	x	28	-1.9	11	0.1	3.2	-12	-3
CO/N=C/NC(=O)NOCc1c(Cl)cccc1Cl	-1.0	-2	6	5	6	0.2	-4	2.5	4.5	212	-1
CCC1(CC)C(=O)N(c2ccccc2)C(=N)N(c2ccccc2)C1=O	-2.2	3	12	x	-8	x	8	3.3	x	x	3
CCc1ccccc1N(C(=O)CCC(=O)Nc1cc(C)on1)C(C(=O)NC1CCCC1)c1ccco1 (stereo not drawn)	-2.1	-7	12	6	16	0.1	-1	2.3	0.3	-1	12
COc1cccc(NC(=O)c2ccc(CN3CCOCC3)cc2)c1	-4.0	-5	17	30	4	1.2	18	2.7	0.6	-11	-11
CC[C@]1(C(=O)OC)[C@H]2C(=O)N(C)C(=O)[C@H]2[C@H]2CN=C(SCc3ccc(C(=O)OC)cc3)N21	-0.3	-5	2	-10	2	-1.4	-1	-0.2	2.2	x	-9
CC(CNCCCn1cnc2c(OCc3ccccc3)ncnc21)c1ccccc1 (stereo not drawn)	2.8	2	-13	10	13	x	9	6.4	x	x	5

Source: PubChem BioAssay
